Screening data as filed in PubChem BioAssay.
HEK293 NOD2/NF-kB = NOD2 signaling inhibitors, cell-based, luminescence, uHTS, HEK293 (AID 1566); HEK293 NOD2/NF-kB luciferase reporter, luminescence; higher % means a stronger effect; 0.63% of 290,000 active; inhibition, % at 4 µM; hits with a dose series show EC50 in µM; also: many of its hits are not listed in these tables
GPR55 activation = selective activators of receptor GPR55 – imaging, U2OS cells, beta-arrestin-GFP redistribution, primary screen (AID 1961) | U2OS GPR55 beta-arrestin-GFP redistribution imaging; higher % means a stronger effect | activation, % at 10 µM, or EC50 in µM where a hit was titrated | 0.048% of 290,000 active;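 active = activation above 40% with more than 50 cells counted in the well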;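 also: U2OS osteosarcoma cells stably expressing GPR55 and beta-arrestin-GFP; plate controls were DMSO negative control for no effect and LPI positive control for full effect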
NOD1 NF-kB reporter = inhibition of NOD1-driven NF-kB reporter – cell-based, luminescence, uHTS, primary screen (AID 1578) | NOD1-driven NF-kB luciferase reporter cells, luminescence; higher % means a stronger effect | inhibition, % at 4 µM; hits with a dose series show EC50 in µM | 1% of 290,000 active; in the data active = inhibition mostly above about 36%, no sharp cut-off; inactive = mostly below about 34%;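 also: HEK-293T reporter cells stimulated with the NOD1 agonist gamma-tri-DAP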
ER stress rescue = protection against thapsigargin-triggered cell killing – 384-well, CSM14.1, ATP luminescence, primary screen (AID 1222); CSM14.1 thapsigargin-induced death rescue, ATP luminescence; higher % means a stronger effect; cellular ATP content (survival), % at 20 µM; hits with a dose series show EC50 in µM; 190,000 tested, under 10 active;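 active = EC50 below 50 µM in the dose-response confirmation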;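 also: death triggered by thapsigargin at about 15 µM added after 2 h compound pretreatment; cell ATP read after overnight thapsigargin exposure of roughly 18 to 22 hours; normalized against plate controls of thapsigargin alone and 5% DMSO vehicle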
KOR beta-arrestin-1 = kappa opioid receptor blockers – cell-based, luminescence, uHTS (AID 1778); KOR beta-arrestin recruitment, luminescence, antagonist mode; higher % means a stronger effect; inhibition, % at 10 µM, or IC50 in µM where a hit was titrated; 0.091% of 290,000 active; also: strong numbers were not always called active
TNAP activation fold = human TNAP enzyme activators, primary screen, biochemical, luminescent, no phosphate acceptor, uHTS (AID 1001); purified TNAP, luminescent activation assay, no phosphate acceptor; higher activation fold means a stronger effect; one-dose activation fold at 20 µM; EC50 in µM for titrated hits; 0.03% of 200,000 active; in the data active = activation fold from about 3, or a potency from the dose series; inactive = the rest, 99 in 100 with activation fold below about 1.6; also: many of its hits are not listed in these tables
KOR beta-arrestin-2 = kappa opioid receptor activators – cell-based, luminescence, uHTS, primary screen (AID 1777); KOR beta-arrestin recruitment, luminescence; higher % means a stronger effect; activation, % at 10 µM; hits with a dose series show EC50 in µM; 0.02% of 280,000 active; in the data active = activation above about 50%, passing the limit was not always enough; also: a part of the inactive calls stands beside numbers as strong as those of hits
NTR1 ag = agonists of NTR1, primary screen, imaging, U2OS cells, beta-arrestin-GFP, high content (AID 493036) | activation, % at 20 µM | NTR1-U2OS beta-arrestin-GFP spot imaging, agonist mode | 0.17% of 330,000 active | P30989;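 active = activation at or above 40% of the spot to cytoplasm intensity ratio, with at least 20 cells analyzed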;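 also: 0% = DMSO without peptide and 100% = 100 nM NTR1 peptide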
Target sequence (P30989 whole entry, looked up): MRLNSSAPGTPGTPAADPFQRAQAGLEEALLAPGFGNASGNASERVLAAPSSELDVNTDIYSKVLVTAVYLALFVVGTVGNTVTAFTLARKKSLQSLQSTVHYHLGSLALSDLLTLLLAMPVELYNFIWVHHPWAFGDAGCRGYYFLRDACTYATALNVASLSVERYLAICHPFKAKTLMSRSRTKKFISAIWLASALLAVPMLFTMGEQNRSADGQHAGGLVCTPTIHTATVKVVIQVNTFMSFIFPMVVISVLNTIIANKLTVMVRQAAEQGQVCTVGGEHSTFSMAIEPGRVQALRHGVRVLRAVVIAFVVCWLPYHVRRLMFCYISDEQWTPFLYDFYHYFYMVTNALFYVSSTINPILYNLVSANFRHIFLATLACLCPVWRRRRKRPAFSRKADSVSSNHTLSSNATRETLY
Yfh1-off respiration = mitochondrial function rescue without frataxin homolog – Friedreich's ataxia, plus single-dose screen, dose response (AID 1465); S. cerevisiae Yfh1-off respiration, WST-1 reduction, 72 h; higher fold induction means a stronger effect; 0.074% of 220,000 active; one-dose fold induction at 50 µM; EC50 in µM for titrated hits;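 active = fold induction of absorbance versus untreated yeast above a set limit, then at least 30% activation at any dose in follow-up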;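 also: activators that raise dye reduction in frataxin-depleted yeast; strong numbers were not always called active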
NTR1 ag cell count 20 µM = second read-out of NTR1 ag, no call of its own (marks repeat the call); cell count; measured here: cell count, cytotoxicity flag
Active calls of the source: *; i = inactive; · = no result given; [ ] = remark or other dose. Rule as the data show it, unless noted: active = inhibition above about 50%; inactive = the rest.

Abbreviations – A = HEK293 NOD2/NF-kB; B = GPR55 activation; C = NOD1 NF-kB reporter; D = ER stress rescue; E = KOR beta-arrestin-1; F = TNAP activation fold; G = KOR beta-arrestin-2; H = NTR1 ag; I = NTR1 ag cell count 20 µM; J = Yfh1-off respiration
> N/C(=N\c1nc2c(c(=O)[nH]1)CCC2)Nc1cccc(Cl)c1
  A: 23%	B: -0.2%	C: -11%	D: -1.9%	E: 6%	F: 1.1	G: 6.2%	H: 0.0	I: 56	J: i
> COc1cc(S(=O)(=O)NCc2ccncc2)c(OC)cc1Br
  A: 24%	B: -0.2%	C: -4%	D: ·	E: 7%	F: ·	G: -1.5%	H: -0.6	I: 58	J: ·
> CCCCOc1ccc(C(=O)NCCOc2cccc(OC)c2)cc1
  A: 19%	B: 0.4%	C: -4%	D: ·	E: 16%	F: ·	G: -0.1%	H: -0.3	I: 56	J: ·
> CC(C)[C@H](NC(=O)Nc1cccc(Br)c1)C(=O)O
  A: 5%	B: -0.4%	C: -29%	D: -0.6%	E: ·	F: 1.1	G: -2.2%	H: -0.4	I: 80	J: i
> O=C(Nc1cccnc1Cl)C1CCCN(c2ncnc3c2nc2n3CCCCC2)C1 (stereo not drawn)
  A: 17%	B: -0.1%	C: -4%	D: ·	E: -52%	F: ·	G: 2.1%	H: 2.4	I: 47	J: ·
> O=C1C2CC=C(Cl)CC2C(=O)N1c1ncn[nH]1 (stereo not drawn)
  A: 10%	B: 0.7%	C: -8%	D: -1.1%	E: 12%	F: 1.4	G: -6.2%	H: -0.4	I: 73	J: i
> Cc1cccc(OCC(=O)NC2CCCC2)c1
  A: -19%	B: -0.2%	C: -28%	D: ·	E: -18%	F: ·	G: 0.7%	H: -1.7	I: 37	J: ·
> COc1cc(OC)c(N(C)S(=O)(=O)c2cccc(C(=O)NC(C)C3CC4CCC3C4)c2)cc1Cl (stereo not drawn)
  A: -22%	B: -0.1%	C: -6%	D: ·	E: 14%	F: ·	G: 0.3%	H: 1.8	I: 57	J: i
> O=c1oc2cc([N+](=O)[O-])ccc2nc1/C=C(\O)c1cccc(Br)c1
  A: 12%	B: 0.8%	C: -2%	D: ·	E: 36%	F: ·	G: -4.6%	H: 0.9	I: 49	J: i
> CCC(C)N(C)C1CCN(C(=S)Nc2ccc(OC)cc2)CC1 (stereo not drawn)
  A: 3%	B: 0.1%	C: 21%	D: -0.8%	E: -53%	F: 1	G: -0.7%	H: -0.3	I: 80	J: i
> C=CCNC(=S)NNC(=O)c1cc(Cl)ccc1OC
  A: -2%	B: 0.3%	C: -1%	D: ·	E: 13%	F: ·	G: 0.0%	H: 0.9	I: 42	J: i
> CCOc1ccccc1C1CC(c2ccccc2)Nc2nc(N)nn21 (stereo not drawn)
  A: -1%	B: 0.9%	C: -5%	D: -0.9%	E: -8%	F: 1.1	G: 52%	H: 6.7	I: 54	J: i
> COc1nc(/C=C/N(C)C)c([N+](=O)[O-])c(OC)n1
  A: 1%	B: 0.3%	C: -6%	D: ·	E: 3%	F: ·	G: 2.1%	H: -0.3	I: 73	J: i
> CCCc1n(CC(O)COC2CCCCC2)c2ccccc2[n+]1C (stereo not drawn)
  A: 10%	B: -0.2%	C: -17%	D: -0.8%	E: 19%[20 µM]	F: 1.1	G: ·	H: -1.9	I: 53	J: i
> COC(CNC(=O)c1ccc(N2CCC3(CC2)OCCO3)c([N+](=O)[O-])c1)OC
  A: 17%	B: 0.2%	C: 2%	D: -3.0%	E: 9%	F: 1.3	G: -0.7%	H: 0.3	I: 85	J: i
> Cc1ccc(-n2ncc3c(=O)n(CC(=O)N4CCCCCC4)cnc32)cc1
  A: -2%	B: -0.1%	C: -2%	D: -2.0%	E: 9%	F: 1.1	G: 3.5%	H: -0.1	I: 49	J: i
> O=C(CSc1n[nH]c(-c2ccco2)n1)Nc1sc2c(c1C(=O)Nc1ccccc1)CCCC2
  A: 14%	B: -0.1%	C: 39%	D: -3.4%	E: 4%	F: 1	G: 2.7%	H: 6.0	I: 102	J: i
> CCOC(=O)c1cnc(-n2nc(C)cc2C)[nH]c1=O
  A: 24%	B: -0.1%	C: 2%	D: ·	E: 1%	F: ·	G: -0.3%	H: -0.1	I: 48	J: i
> C=CC(C)N1C(=O)S/C(=C\c2ccc(N3CCOCC3)cc2C)C1=O (stereo not drawn)
  A: -49%	B: 0.8%	C: -18%	D: -0.7%	E: 22%	F: 1.2	G: 0.3%	H: 8.3	I: 45	J: i
> CSc1ccc(CNC(=O)Cn2nc(C)c3c(C)n(-c4ccc(C)cc4)nc3c2=O)cc1
  A: 27%	B: -0.1%	C: -12%	D: ·	E: 7%	F: ·	G: 6.9%	H: -0.2	I: 49	J: ·
> O=C(Nc1ccc(C(=O)N2CCOCC2)cc1)c1ccc([N+](=O)[O-])cc1
  A: -6%	B: 0.2%	C: -14%	D: ·	E: -14%	F: ·	G: -4.6%	H: -1.2	I: 45	J: ·
> COc1cccc(NC(=O)N2CCC(C(N)=O)(N3CCCCC3)CC2)c1
  A: 0%	B: -0.2%	C: 1%	D: -0.7%	E: -6%	F: 1.1	G: -0.1%	H: -1.6	I: 41	J: i
> COc1ccccc1C(=O)NCC(=O)N/N=C/c1cn[nH]c1-c1ccccc1
  A: 18%	B: -0.3%	C: -24%	D: -3.0%	E: -28%	F: 0.9	G: -3.5%	H: 0.2	I: 95	J: i
> CC(=O)/C(=N/Nc1ccc(C)cc1)Sc1nnc(CCc2ccccc2)n1-c1ccccc1
  A: -20%	B: -0.2%	C: -6%	D: -1.4%	E: -9%	F: 1.1	G: 0.6%	H: 7.1	I: 100	J: i
> CCCCNC(=O)C(=O)N/N=C/c1ccc(OCc2ccccc2)cc1
  A: -1%	B: -0.2%	C: -33%	D: -1.2%	E: -3%	F: 1.1	G: -1.6%	H: 3.8	I: 44	J: i
> COCCNCC(=O)Nc1ccccc1Sc1ccccc1
  A: -8%	B: -0.1%	C: -13%	D: -0.8%	E: 11%	F: 1	G: -3.8%	H: 1.4	I: 82	J: i
> O=C(NCCc1ccc(Cl)cc1)c1cnccn1
  A: -26%	B: 0.0%	C: -52%	D: 0.5%	E: -5%	F: 1.1	G: -2.2%	H: -0.3	I: 46	J: i
> CCOC(=O)C1CCCN(CC(=O)Nc2nccs2)C1 (stereo not drawn)
  A: 8%	B: -0.1%	C: -18%	D: ·	E: -20%	F: ·	G: -0.5%	H: 0.8	I: 51	J: ·
> NC(=O)NOCc1ccc(Cl)cc1Cl
  A: 8%	B: -0.3%	C: -25%	D: -0.4%	E: -13%	F: 1.1	G: 2.7%	H: 0.9	I: 56	J: i
> COc1ccc(C(=O)Nc2ccnn2C2CCN(C(=O)c3cnsn3)CC2)cc1
  A: -8%	B: -0.1%	C: -26%	D: ·	E: 8%	F: ·	G: 0.8%	H: -0.4	I: 66	J: ·
> O=C(OC1CCN(c2ccc([N+](=O)[O-])cc2)CC1)c1ccccc1
  A: 13%	B: 0.0%	C: -8%	D: 0.2%	E: -15%	F: 1.1	G: 2.3%	H: -3.2	I: 95	J: i
> O=C(NCCCn1ccnc1)c1cc(-c2ccc(Cl)cc2)nc2ccccc12
  A: 13%	B: 0.1%	C: -17%	D: 1.3%	E: 0%	F: 1	G: -2.1%	H: 3.9	I: 28	J: i
> O=[N+]([O-])c1ccc(NC(=S)N2CCN(S(=O)(=O)c3ccccc3)CC2)cc1
  A: 2%	B: -0.1%	C: -18%	D: ·	E: 16%	F: ·	G: 0.7%	H: 0.9	I: 66	J: ·
> CC(=O)N1CCc2c(sc(NC(=O)Cc3ccc(F)cc3)c2C(N)=O)C1
  A: 18%	B: 0.3%	C: -19%	D: ·	E: -20%	F: ·	G: 2.2%	H: 1.4	I: 62	J: ·
> N#CC1=C(N)N2C(=C(C#N)C13CCCC3)Nc1ccccc12
  A: 8%	B: 0.3%	C: -10%	D: 1.5%	E: -7%	F: 1	G: ·	H: 0.6	I: 42	J: i
> O=C(CCN1C(=O)/C(=C/c2ccccc2F)SC1=S)NCCCN1CCOCC1
  A: 6%	B: -0.2%	C: -10%	D: ·	E: -16%	F: ·	G: 0.0%	H: 2.6	I: 50	J: ·
> NS(=O)(=O)c1ccc(NC(=O)COC(=O)C2CCCCC2)cc1
  A: 8%	B: -0.1%	C: -14%	D: -1.8%	E: -21%[20 µM]	F: 1.1	G: -8.0%	H: -0.1	I: 78	J: i
> CC(C)(C)C(=O)NC(=S)N1CCCC1
  A: 15%	B: 0.4%	C: -24%	D: -2.5%	E: -34%	F: 1.1	G: 2.3%	H: 2.7	I: 61	J: i
> CCC(C)[C@H](NC(=O)OC(C)(C)C)C(=O)N/N=C/c1cccc2nccnc12 (stereo partly drawn)
  A: 7%	B: 0.0%	C: -2%	D: 0.5%	E: 20%	F: 1	G: -0.5%	H: -0.9	I: 81	J: i
> CC(=O)NC1=NN(C(C)=O)C(c2sccc2C)S1 (stereo not drawn)
  A: 8%	B: -0.2%	C: -2%	D: 1.1%	E: 3%	F: 1.1	G: -1.4%	H: -1.0	I: 83	J: i
> O=C(Nc1c(F)cc(F)cc1Br)C1CCCO1 (stereo not drawn)
  A: -3%	B: 0.3%	C: -8%	D: ·	E: 8%	F: 1.1	G: 0.4%	H: 0.1	I: 54	J: i
> COc1ccc2cc(CCNC(=O)C3CCCC3)c(=O)[nH]c2c1
  A: 9%	B: -0.1%	C: ·	D: 3.1%	E: 12%	F: 1.1	G: -3.6%	H: 2.7	I: 56	J: i
> Cc1ccc(NC(=O)COC(=O)CSC(=S)N2CCOCC2)cc1C
  A: 6%	B: -0.3%	C: -26%	D: -0.7%	E: 12%	F: 1.1	G: -6.3%	H: -1.5	I: 19	J: i
> CCOC(=O)C(NC(=O)c1ccccc1)(N1CCCC1=O)C(F)(F)F (stereo not drawn)
  A: 3%	B: 0.3%	C: -3%	D: -1.3%	E: -33%	F: 1.1	G: 2.5%	H: -2.3	I: 57	J: i
> COc1ccc2oc3cc(C)[n+]([O-])c(-c4ccc(Br)cc4)c3c2c1
  A: 24%	B: 0.3%	C: 2%	D: 0.4%	E: 11%	F: 1.1	G: 6.8%	H: 9.2	I: 64	J: i

At a glance, some entries already given:
Abbreviations – A = HEK293 NOD2/NF-kB; B = GPR55 activation; C = NOD1 NF-kB reporter; D = ER stress rescue; E = KOR beta-arrestin-1; F = TNAP activation fold; G = KOR beta-arrestin-2; H = NTR1 ag; I = NTR1 ag cell count 20 µM; J = Yfh1-off respiration
> CCOC(=O)C(NC(=O)c1ccccc1)(N1CCCC1=O)C(F)(F)F (stereo not drawn)
  A: 3%	B: 0.3%	C: -3%	D: -1.3%	E: -33%	F: 1.1	G: 2.5%	H: -2.3	I: 57	J: i
> COc1ccc2oc3cc(C)[n+]([O-])c(-c4ccc(Br)cc4)c3c2c1
  A: 24%	B: 0.3%	C: 2%	D: 0.4%	E: 11%	F: 1.1	G: 6.8%	H: 9.2	I: 64	J: i

Some of the compounds tested. The share of hits here may be higher or lower than overall.
